Assay outcomes (PubChem BioAssay)
M5 ag = agonists of human muscarinic M5 receptor (CHRM5). CHO-K1 hM5 cells, Fluo-8 calcium fluorescence; 0% DMSO wells, 100% maximal acetylcholine response. AID 624037. activation, % at 3 µM. hit rate 0.19% among 360,000. P08912;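 active = activation above the run's mean over test compounds plus 3 SD, cut at about 23% in these data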;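 also: signal is peak over basal fluorescence ratio across the kinetic read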
Target sequence (P08912 whole entry, looked up): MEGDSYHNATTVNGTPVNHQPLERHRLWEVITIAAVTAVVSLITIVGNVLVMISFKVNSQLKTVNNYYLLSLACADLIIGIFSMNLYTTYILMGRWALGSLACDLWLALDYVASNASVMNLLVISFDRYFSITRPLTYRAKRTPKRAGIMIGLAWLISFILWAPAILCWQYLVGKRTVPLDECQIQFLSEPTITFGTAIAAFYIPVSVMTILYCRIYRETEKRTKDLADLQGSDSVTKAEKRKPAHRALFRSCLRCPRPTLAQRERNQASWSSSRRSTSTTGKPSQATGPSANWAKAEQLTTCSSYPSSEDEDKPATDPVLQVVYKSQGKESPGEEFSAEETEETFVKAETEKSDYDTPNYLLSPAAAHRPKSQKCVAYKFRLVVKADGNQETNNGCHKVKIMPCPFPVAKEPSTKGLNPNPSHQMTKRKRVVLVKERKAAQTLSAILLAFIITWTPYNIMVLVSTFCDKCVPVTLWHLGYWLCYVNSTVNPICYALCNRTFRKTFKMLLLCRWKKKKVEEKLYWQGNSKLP
CHRM4 antagonist = antagonists of human muscarinic M4 receptor (CHRM4) | P08173 | CHO-hM4 cells, ACh EC80, Fluo-8 calcium fluorescence | inhibition, % at 3 µM | hit rate 0.73% among 360,000;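 active = inhibition above its plate's cutoff, the mean inhibition of sample wells plus 3 SD, cut at about 27% in these data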;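 also: 0% = acetylcholine EC80 with DMSO and 100% = DMSO without agonist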
Target sequence (P08173 whole entry, looked up): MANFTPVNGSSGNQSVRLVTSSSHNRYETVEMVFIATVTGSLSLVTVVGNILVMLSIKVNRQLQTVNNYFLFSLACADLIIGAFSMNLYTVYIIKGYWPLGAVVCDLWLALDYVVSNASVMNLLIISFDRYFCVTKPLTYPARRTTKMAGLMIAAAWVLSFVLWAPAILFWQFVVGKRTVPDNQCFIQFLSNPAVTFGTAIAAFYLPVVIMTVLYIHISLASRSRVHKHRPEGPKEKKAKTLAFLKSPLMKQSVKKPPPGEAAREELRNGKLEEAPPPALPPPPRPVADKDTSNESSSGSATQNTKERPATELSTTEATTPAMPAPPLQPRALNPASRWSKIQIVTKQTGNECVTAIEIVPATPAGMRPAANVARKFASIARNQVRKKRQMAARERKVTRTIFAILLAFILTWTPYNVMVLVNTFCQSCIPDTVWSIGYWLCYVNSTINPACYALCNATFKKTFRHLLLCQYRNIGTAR
CRFBP-R2 block = CRF-BP/CRF-R2 complex antagonism. HEK293 CRF-R2/CRF-BP, CRF-induced calcium fluorescence. inhibition, % at 11.8 µM. hit rate 0.59% among 350,000. AID 588475;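 active = inhibition of the ligand-induced calcium signal above about 50% at the single tested concentration, limit read from the data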
CRFR2-BP ag = CRF-BP/CRF-R2 complex agonism. activation, % at 13.2 µM. HEK293 CRF-R2/CRF-BP, calcium dye fluorescence (FLIPR); percent of saturating CRF peptide response. hit rate 0.46% among 350,000;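 active = activation of at least 50%, plus an integration ratio under a set limit after plate pattern correction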;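 also: plate controls were neutral control wells without compound for no effect and CRF at EC100 for full effect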
M5 PAM = positive allosteric modulators of human muscarinic M5 receptor; activation, % at 3 µM; CHO-K1 hM5, Fluo-8 calcium, ACh EC20 PAM; 0% = ACh EC20, 100% = ACh EC100; AID 624038; P08912; hit rate 0.3% among 360,000;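 active = activation above the run cutoff, the mean activation of all test compounds plus 3 SD, cut at about 18% in these data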
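system = human M5 receptor in CHO-K1 cells | compound = one concentration, 3 µM final (nominal) | schedule = Post-acetylcholine fluorescence recording 140 s | signal = Fluo-8 calcium dye fluorescence, kinetic read | benchmarks = low control EC20 acetylcholine (0%), high control EC100 acetylcholine (100%) | repeats = singlicate, one well per test compound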
CHRM4 agonist = CHRM4 agonism in calcium assay; P08173; CHO-K1 hM4/Gqi5, Fluo-8 calcium fluorescence; vehicle 0%, full acetylcholine response 100%; activation, % at 3 µM; hit rate 0.14% among 360,000; AID 624127;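 active = activation above the run mean over all test wells plus 3 SD, cut at about 32% in these data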;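 also: peak over basal fluorescence ratio per well then scaled between controls; 0% = DMSO wells and 100% = acetylcholine at EC100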
CHRM4 PAM = CHRM4 positive allosteric modulation | P08173 | CHO-K1 hM4/Gqi5, Fluo-8 calcium fluorescence, ACh EC20; 0% = ACh EC20, 100% = maximal ACh | activation, % at 3 µM | hit rate 0.4% among 360,000 | AID 624126;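 active = activation above its plate's cutoff, the mean activation of sample wells plus 3 SD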; also: some results filed as inactive read as strong as hits
IDE cell inh = inhibitors of human insulin-degrading enzyme in cells; P14735; HEK cells, FAbetaB cleavage, fluorescence polarization; inhibition, % at 5.59 µM; hit rate 0.41% among 320,000; AID 434962;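 active = percent inhibition above the average of all tested compounds plus 3 SD, set per screening campaign, cut at about 16% in these data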;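 also: IDE supplied by intact live HEK cells; FP after avidin binding of uncleaved biotin substrate so inhibition keeps polarization high; 0% = DMSO wells and 100% = 60 µM reference IDE inhibitor Ii1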
CHRM5 antagonist = blocks acetylcholine activation of human M5 receptor; P08912; hit rate 0.59% among 360,000; inhibition, % at 3 µM; CHO-hM5 cells, Fluo-8 calcium fluorescence, ACh EC80;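 active = inhibition above a per-plate cutoff, the mean of that plate's test compounds plus 3 SD, cut at about 27% in these data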;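 also: 0% = acetylcholine EC80 with DMSO and 100% = DMSO without agonist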
Starred values were filed as active, the others as inactive; / = not tested or not shown. An unsorted share of the library; about 2.9% have a hit in one of these screens.

1: O=C(CC1CCCC1)N1CCN(S(=O)(=O)c2ccc(F)cc2)CC1
2: Cc1cc(=O)n2c(nc3ccccc32)s1
3: COc1ccc(C(=O)COC(=O)CCNS(=O)(=O)c2ccccc2)c(OC)c1
4: COc1ccccc1C(=O)COC(=O)Cc1c[nH]c2ccccc12
5: CC(=O)NS(=O)(=O)c1ccc(NC(=O)CSc2ccccc2)cc1
6: CC(C1CCN(Cc2cn(C)nc2-c2cccc(Cl)c2)CC1)N1CCOCC1 (configuration not stated)
assay / compound,1,2,3,4,5,6
M5 ag,2,-1,3,-3,-2,-12
CHRM4 antagonist,-12,7,-3,-9,0,0
CRFBP-R2 block,-1,-16,21,2,9,1
CRFR2-BP ag,-0.9,1.5,-2.2,-2.4,-0.2,7.2
M5 PAM,-5,0,-1,4,-1,-1
CHRM4 agonist,1,1,7,1,0,2
CHRM4 PAM,5,-1,3,4,-6,-13
IDE cell inh,-2,/,-1,9,0,7
CHRM5 antagonist,8,4,-2,5,8,15

Some of the entries so far, as labelled records.
3	COc1ccc(C(=O)COC(=O)CCNS(=O)(=O)c2ccccc2)c(OC)c1
  M5 ag = 3
  CHRM4 antagonist = -3
  CRFBP-R2 block = 21
  CRFR2-BP ag = -2.2
  M5 PAM = -1
  CHRM4 agonist = 7
  CHRM4 PAM = 3
  IDE cell inh = -1
  CHRM5 antagonist = -2

4	COc1ccccc1C(=O)COC(=O)Cc1c[nH]c2ccccc12
  M5 ag = -3
  CHRM4 antagonist = -9
  CRFBP-R2 block = 2
  CRFR2-BP ag = -2.4
  M5 PAM = 4
  CHRM4 agonist = 1
  CHRM4 PAM = 4
  IDE cell inh = 9
  CHRM5 antagonist = 5

5	CC(=O)NS(=O)(=O)c1ccc(NC(=O)CSc2ccccc2)cc1
  M5 ag = -2
  CHRM4 antagonist = 0
  CRFBP-R2 block = 9
  CRFR2-BP ag = -0.2
  M5 PAM = -1
  CHRM4 agonist = 0
  CHRM4 PAM = -6
  IDE cell inh = 0
  CHRM5 antagonist = 8

6	CC(C1CCN(Cc2cn(C)nc2-c2cccc(Cl)c2)CC1)N1CCOCC1 (configuration not stated)
  M5 ag = -12
  CHRM4 antagonist = 0
  CRFBP-R2 block = 1
  CRFR2-BP ag = 7.2
  M5 PAM = -1
  CHRM4 agonist = 2
  CHRM4 PAM = -13
  IDE cell inh = 7
  CHRM5 antagonist = 15

The listing continues:
7: O=C(O)C(=O)Cc1c[nH]c2ccccc12
8: Cc1ccc(-c2nc(CN3CCCCC3c3cccc(F)c3)c(C)o2)o1 (configuration not stated)
9: CC(C)(C)n1c(=O)[nH]c2c(c1=O)CCC2
10: Cc1ccsc1S(=O)(=O)N1CCC(CO)(CC2CCCCO2)CC1 (configuration not stated)
11: Cn1cccc1C(=O)/C(C#N)=C/c1ccc(F)cc1
12: CCCCC(=O)NC(c1ccc(Cl)cc1)c1ccc2cccnc2c1O (configuration not stated)
assay / compound,7,8,9,10,11,12
M5 ag,3,-4,-2,3,1,3
CHRM4 antagonist,6,-2,-9,-6,-14,3
CRFBP-R2 block,3,1,12,-3,-25,35
CRFR2-BP ag,0.7,-0.2,-0.9,-0.6,4.2,-1.8
M5 PAM,0,1,-2,4,1,-1
CHRM4 agonist,5,1,1,2,3,6
CHRM4 PAM,-2,-2,7,11,1,-4
IDE cell inh,6,4,-4,9,5,19*
CHRM5 antagonist,8,2,-4,12,4,2

13: CCCCN1CCc2c1nc1ccc(Br)cc1c2N
14: Cc1nonc1CN(C)C(=O)CC1C(=O)NCCN1Cc1ccccc1F (configuration not stated)
15: COc1ccccc1C(CNC(=O)c1ccc(C)c(S(=O)(=O)N2CCCCC2)c1)N1CCCC1 (configuration not stated)
16: CN1CCN(c2ccccc2NC(=O)c2ccc(-c3ccc(Cl)cc3Cl)o2)CC1
17: Cc1ccc(NC(=O)CN2CCN(S(=O)(=O)c3ccc4c(c3)OCCO4)CC2)c(C)c1
18: O=C(Cc1ccc(Cl)cc1)Nc1cccc(C(=O)Nc2ccccc2C(=O)O)c1
assay / compound,13,14,15,16,17,18
M5 ag,-1,-2,-10,-4,5,1
CHRM4 antagonist,-9,-10,7,-4,-2,0
CRFBP-R2 block,6,-10,5,-19,4,18
CRFR2-BP ag,0.4,1.3,2.3,1.0,-1.6,0.0
M5 PAM,5,0,-10,-2,-3,5
CHRM4 agonist,0,1,-1,-1,0,-2
CHRM4 PAM,0,8,-8,1,-5,0
IDE cell inh,-3,/,/,3,/,4
CHRM5 antagonist,-5,-9,0,10,-3,-4

19: COCCNC(=O)c1ccccc1NC(=O)c1cc(OC)cc(OC)c1
20: CCOc1ccc(CCNC(=O)COC(=O)C2CC2)cc1OCC
21: Cc1ccc(C(=O)COC(=O)C(C)N2C(=O)C3C4C=CC(C4)C3C2=O)cc1 (configuration not stated)
22: CCOC(=O)c1[nH]c(C)c(C(=O)Nc2cccc(Cl)c2C)c1C
23: COc1ccc(S(=O)(=O)N2CCCCCC2)cc1C(=O)NCc1ccc(C)cc1
24: COc1ccc(NC(=S)NCc2ccccc2)c(OC)c1
assay / compound,19,20,21,22,23,24
M5 ag,-1,1,-1,-7,0,-12
CHRM4 antagonist,-2,-8,9,-7,-9,10
CRFBP-R2 block,11,-15,10,-18,5,21
CRFR2-BP ag,0.3,1.0,-2.8,-2.8,1.4,-1.1
M5 PAM,-12,2,-11,-12,13,-4
CHRM4 agonist,9,0,2,5,0,0
CHRM4 PAM,4,2,4,-3,12,-4
IDE cell inh,9,3,3,-1,2,4
CHRM5 antagonist,12,-1,13,11,-1,6

25: CCOc1ccc(NC(=O)Cn2nnc(C(=O)NCCc3ccc(OC)c(OC)c3)c2N)cc1
26: Nn1c(SCc2cn3ccccc3n2)nnc1-c1ccncc1
27: COc1ccc(NC(=O)COC(=O)c2ccc(S(=O)(=O)N(C)c3ccccc3OC)cc2)cc1
28: COc1cc(CCC(=O)N2CCN(S(=O)(=O)c3ccc(C)cc3)CC2)cc(OC)c1OC
29: CCN(CC)S(=O)(=O)c1cc(C(=O)OCC(=O)Nc2ccc(-c3nc4ccc(C)cc4s3)cc2)ccc1F
30: CCn1c(C)nc2cc(C(=O)NN=Cc3ccc([N+](=O)[O-])cc3)ccc21
assay / compound,25,26,27,28,29,30
M5 ag,4,2,0,-5,0,3
CHRM4 antagonist,-1,-9,-10,-4,-5,-11
CRFBP-R2 block,-3,11,-1,4,27,73*
CRFR2-BP ag,1.5,1.4,6.2,-1.7,3.3,1.8
M5 PAM,-1,-1,-28,16,-3,-4
CHRM4 agonist,-2,4,19,1,0,0
CHRM4 PAM,4,14,-5,13,0,5
IDE cell inh,3,-2,/,1,2,4
CHRM5 antagonist,-8,-7,1,4,3,16

31: CC(C)(C)SCCNS(=O)(=O)c1ccccc1
32: COc1ccc(OCc2nnc3n2N=C(c2ccc(OC)cc2)CS3)cc1
33: CN1CCN(C(=O)C[C@H]2CC[C@H]3[C@@H](COC[C@@H](O)CN3Cc3cccc(F)c3)O2)CC1
34: COc1ccc(CC2(CO)CCN(Cc3ccc(NC(C)=O)cc3)CC2)cc1
35: CSCc1cc(C(=O)NC2CC2)c(N)s1
36: COc1cc(NC(=O)NCCN2CCN(c3ccc(Cl)cc3)CC2)ccc1C
assay / compound,31,32,33,34,35,36
M5 ag,-1,-2,0,-3,6,5
CHRM4 antagonist,0,-6,-2,7,3,-6
CRFBP-R2 block,-19,13,/,-5,/,-7
CRFR2-BP ag,1.3,-3.5,/,-1.7,/,2.1
M5 PAM,-4,-7,2,4,2,-6
CHRM4 agonist,2,3,2,0,2,10
CHRM4 PAM,2,-3,4,-4,8,0
IDE cell inh,-2,4,/,0,/,-1
CHRM5 antagonist,2,6,1,-3,8,-8

37: COc1cccc(CNC(=O)CCn2c(=O)c3cccn3c3cccnc32)c1
38: N/C(CCS(=O)(=O)c1ccc(Cl)cc1)=N\OC(=O)c1ccccc1Cl
39: CCCN1CCC(C)(C(=O)Nc2cccc(OC(C)C)c2)C1 (configuration not stated)
40: CCC(=O)N1CCCC(C)(C(=O)Nc2nccc3cccnc23)C1 (configuration not stated)
41: Cc1cccnc1NCc1ccc(O)c2ncccc12
42: CC(C)(C)OC(=O)N[C@H](C(=O)OC(C)(C)C)c1ccccc1
assay / compound,37,38,39,40,41,42
M5 ag,-5,-4,0,1,1,-3
CHRM4 antagonist,8,-6,12,13,3,9
CRFBP-R2 block,22,18,/,/,34,-12
CRFR2-BP ag,-2.6,-0.5,/,/,-1.3,0.9
M5 PAM,-8,-1,-3,-3,-3,-2
CHRM4 agonist,2,2,0,0,0,-1
CHRM4 PAM,-1,9,0,-1,0,-4
IDE cell inh,-1,-4,/,/,-1,0
CHRM5 antagonist,20,5,8,7,8,11

43: Cc1[nH]c2ccccc2c1/C=C/c1nc2ccccc2c(=O)n1-c1cccc([N+](=O)[O-])c1
44: CC(C)(CNC(=O)c1cc(-c2ccc(Cl)s2)nc2ccccc12)N1CCOCC1
45: COc1ccc(NS(=O)(=O)c2cccc3nonc23)c(OC)c1
46: S=C(NCc1ccccn1)Nc1ccc(Cl)cc1
47: O=C(O)CCS(=O)(=O)Cc1ccccc1Cl
48: CSCCC(NC(=O)c1ccc([N+](=O)[O-])cc1Cl)C(=O)OCC(=O)NC1CCCC(C)C1C (configuration not stated)
assay / compound,43,44,45,46,47,48
M5 ag,-2,-4,-3,-1,1,2
CHRM4 antagonist,9,9,7,0,8,6
CRFBP-R2 block,13,-45,7,2,19,10
CRFR2-BP ag,-0.7,-2.0,1.1,-1.9,1.6,-2.5
M5 PAM,2,0,-1,3,7,-7
CHRM4 agonist,1,3,0,1,2,2
CHRM4 PAM,0,0,-6,7,2,-5
IDE cell inh,-3,3,5,4,8,5
CHRM5 antagonist,-13,11,1,-1,-9,8

49: CC1=C(C(=O)Nc2ccccn2)C(c2ccc(Cl)cc2Cl)NC(=S)N1 (configuration not stated)
50: CC(C)(C)c1ccc(SCCc2ccncc2)cc1
51: O=C(NC(Cc1ccccc1)C(=O)O)c1ccc(S(=O)(=O)N2CCOCC2)cc1 (configuration not stated)
52: O=C(CSc1nc2ccccc2o1)NCC(=O)c1ccccc1
53: COCc1c(C(=O)N/N=C/c2ccncc2)nnn1-c1nonc1N
54: COc1ccc(CSCC(=O)N/N=C/c2ccccc2OCc2ccccc2)cc1
55: Cc1ccc(-c2nnn(CC(=O)NCCc3ccc4c(c3)OCO4)n2)o1
assay / compound,49,50,51,52,53,54,55
M5 ag,2,1,4,-1,-3,2,-8
CHRM4 antagonist,3,13,6,-6,-4,-13,-1
CRFBP-R2 block,-16,-9,13,9,-3,-20,13
CRFR2-BP ag,-2.5,0.3,1.1,-2.8,2.4,0.7,-3.4
M5 PAM,1,-17,-2,-5,1,-4,-11
CHRM4 agonist,4,6,1,2,1,3,0
CHRM4 PAM,15,-8,-1,11,-3,-3,3
IDE cell inh,7,3,5,8,4,5,3
CHRM5 antagonist,6,17,4,-13,5,-6,-2
